Screens: PubChem BioAssay, National Center for Advancing Translational Sciences (NCATS)
HEK293 tox: HEK 293 cell cytotoxicity | AID 1345083 | Potency, µM (titrated, usually from 115 µM), inactives show at the top dose activity change, negative = cytotoxicity, usual class: inhibitors | 94,000 tested, 6.6% active | HEK 293 viability, ATP luminescence (CellTiter-Glo), 48-72 h; further: potency means the concentration at half of the fitted maximal effect; nearly all actives have a fitted effect of over 60% in size
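Read-out: CellTiter-Glo ATP luminescence. Cells: HEK 293, 250 cells/well. Exposure: 48 or 72 hr, 37 degree Celsius.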
GPT2 inh: inhibitors of human GPT2 alanine aminotransferase; Q8TD30; Recombinant GPT2, coupled pyruvate oxidase/HRP Amplex Red fluorescence; Potency, µM (doses to about 57.7 µM), for the others: at the highest dose activity change, negative = inhibition, usual class: inhibitors; 100,000 tested, 0.25% active; AID 1671188; further: potency means the concentration at half of the fitted maximal effect; nearly all actives have a fitted effect of over 60% in size; many of its hits are not listed in these tables
Target sequence (Q8TD30 whole entry, looked up): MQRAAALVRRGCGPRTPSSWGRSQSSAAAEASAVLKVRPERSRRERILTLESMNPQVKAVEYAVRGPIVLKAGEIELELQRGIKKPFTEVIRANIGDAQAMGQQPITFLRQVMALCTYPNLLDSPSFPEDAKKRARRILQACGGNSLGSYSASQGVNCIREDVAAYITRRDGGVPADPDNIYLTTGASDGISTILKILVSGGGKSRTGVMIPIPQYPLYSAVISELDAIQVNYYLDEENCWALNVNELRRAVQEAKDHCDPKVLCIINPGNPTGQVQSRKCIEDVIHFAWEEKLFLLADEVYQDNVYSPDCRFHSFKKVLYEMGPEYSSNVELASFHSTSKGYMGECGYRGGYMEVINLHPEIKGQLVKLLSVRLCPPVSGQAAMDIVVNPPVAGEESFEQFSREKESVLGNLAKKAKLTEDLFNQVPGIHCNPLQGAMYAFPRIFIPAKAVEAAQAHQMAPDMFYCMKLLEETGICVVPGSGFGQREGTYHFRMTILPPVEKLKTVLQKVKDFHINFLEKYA
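Fluorescence read-out: pyruvate from GPT2 turnover coupled to pyruvate oxidase, HRP and Amplex Red (0.2mM ThPP, 0.2U/mL PO and HRP, 50uM Amplex final). Substrates 250uM a-KG, 2mM L-alanine; enzyme 10ng/uL; 30 min RT.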
FLuc inh: blocks purified firefly luciferase enzyme activity; Potency, µM (highest dose often 115 µM), for inactives: at the top dose activity change, negative = inhibition, usual class: inhibitors; purified P. pyralis luciferase, luminescence, biochemical; 76,000 tested, 2.5% active; P08659; further: potency means the concentration at half of the fitted maximal effect; nearly all actives have a fitted effect of over 65% in size
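Purified 10nM P. pyralis luciferase with 10uM D-luciferin and 10uM ATP in 50mM Tris acetate pH 7.5, 10mM Mg acetate, 0.01% Tween-20, 0.05% BSA. qHTS titration; luminescence read by CCD imager.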
IP6K1 inh: inhibitors of human IP6K1; 140,000 tested, 0.81% active; IP6K1 kinase, ADP-Glo luminescence, 2 h; hits give low values; Q92551; activity change, % (series mostly up to about 58 µM); in the data active means activity change below about -25%
Target sequence (Q92551 whole entry, looked up): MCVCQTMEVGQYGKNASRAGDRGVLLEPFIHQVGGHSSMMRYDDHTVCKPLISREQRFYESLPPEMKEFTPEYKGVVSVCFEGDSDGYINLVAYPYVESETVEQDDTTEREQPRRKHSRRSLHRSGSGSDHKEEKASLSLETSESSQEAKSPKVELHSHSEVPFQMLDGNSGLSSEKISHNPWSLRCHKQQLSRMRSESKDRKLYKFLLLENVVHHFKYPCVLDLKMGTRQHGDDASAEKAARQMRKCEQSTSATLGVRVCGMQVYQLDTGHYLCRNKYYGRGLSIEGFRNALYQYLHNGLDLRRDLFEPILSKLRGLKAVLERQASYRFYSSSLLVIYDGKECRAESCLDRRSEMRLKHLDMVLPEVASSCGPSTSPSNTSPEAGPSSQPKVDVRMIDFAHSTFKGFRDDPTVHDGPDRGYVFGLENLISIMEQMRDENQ
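ADP-Glo luminescence measures ADP made by human IP6K1 during a 2 h RT reaction with ATP/IP6 (mix at 1.3 mM/130 uM); top library doses 57.5 and 19.1 uM final.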
SNCA viab count: counter-screen for SNCA expression inhibitors: cell viability. HEK-293-SNCA-luc viability, GF-AFC fluorescence, 24 h. Potency, µM (highest dose often 57.1 µM), for inactives: at the top dose activity change, negative = cytotoxicity, actives largely listed as cytotoxic. 150,000 tested, 0.12% active;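 further: potency means the concentration at half of the fitted maximal effect; 0% = DMSO-treated cells and -100% = medium-only wells without cells; nearly all actives have a fitted effect of over 30% in size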
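HEK-293-SNCA-luc cells (1500/well) plated 24 h, then exposed 24 h to a dilution series; GF-AFC added 30 min at 37C, fluorescence 405/540 nm; normalised to medium-only and DMSO wells, Hill fit.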
SNCA expr inh: SNCA gene expression inhibition | 140,000 tested, 0.17% active | HEK-293 SNCA-luciferase knock-in, luminescence, 24 h | Potency, µM (doses to about 57.2 µM), for the others: top-dose activity change, negative = inhibition, actives largely listed as inhibitors;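 further: potency means the concentration at half of the fitted maximal effect; plate controls were DMSO cells for no effect and cell-free wells for full effect; nearly all actives have a fitted effect of over 45% in size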
3T3 cytotox: kills NIH 3T3 cells. 94,000 tested, 4.3% active. AID 1345082. Potency, µM (series often up to 96.7 µM), without a hit: at the highest dose activity change, negative = cytotoxicity, most hits filed as inhibitors. NIH 3T3 viability, CellTiter-Glo ATP luminescence, 48-72 h; further: potency means the concentration at half of the fitted maximal effect; nearly all actives have a fitted effect of over 55% in size
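Cytotoxicity is measured as loss of cellular ATP: NIH 3T3 cells (400/well) are exposed to compound for 48 or 72 hr at 37 °C, then CellTiter-Glo luminescence is imaged after 10 min at room temperature.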
The depositor's hits bear a star; i = inactive; ? = inconclusive; · = not tested or not shown; [ ] = remark or other dose. Unless noted, the call rests on the fitted dose curve; in most records, active means well fitted curve in the direction sought with a large enough effect; inconclusive means small, poorly fitted or top-dose-only effect, or another doubt; inactive means no such curve, though single readings can be large; an effect the other way counts as inactive or inconclusive. Unless noted, on the % scale 0 is the no-effect control and ±100 the full control effect.

Under each structure: HEK293 tox | GPT2 inh | FLuc inh | IP6K1 inh | SNCA viab count | SNCA expr inh | 3T3 cytotox
Cc1ccc(C)c(NC(=O)CN2C(=O)C3(SCC(=O)N3c3ccc(C)c(C)c3)c3ccccc32)c1 (centres undefined)
 : · | · | · | 14 | -19% | -22% | ·
Cc1ccccc1NC(=O)CC[C@H]1NC(=O)c2ccccc2NC1=O
 : 2% | 0% | 6% | 10 | 7% | -27% | i
Cc1ccc2c(Sc3ccc(Cl)cc3)c(C(=O)N3CCCCC3)[nH]c2c1
 : · | · | · | 30 | 0% | ? | ·
Cc1ccc(CN2Cc3[nH]cnc3C[C@H]2c2nc(-c3ccc4ccccc4c3)no2)cc1
 : 63µM* | -5%[88.5 µM] | 63µM* | -5 | -12%[87.6 µM] | 2%[87.6 µM] | 45µM*
COc1cc2c(cc1CNc1ncncn1)CCC2
 : ? | i[11.5 µM] | -14% | 5 | 1% | 4% | ?
CC(C)c1noc(C2CCCN(S(=O)(=O)c3cccs3)CCC(=O)NCC2)n1 (centres undefined)
 : i | i | 5% | -4 | 6% | -5% | i
Cn1c(=O)c2c(-c3ccccc3Br)n(Cc3ccccc3)cc2n(C)c1=O
 : · | · | · | -4 | -6% | 8% | ·
CCOC(=O)C1=CN(CC(=O)Nc2c(C)cccc2CC)S(=O)(=O)N=C1C
 : ? | i | 5% | -6 | 7% | -30% | -25%
O=C1Cc2c(-c3cccc(CO)c3)n[nH]c2CN1Cc1ccccc1F
 : ? | 0%[88.5 µM] | 3%[172 µM] | 11 | -5%[87.6 µM] | 44%[activator][87.6 µM] | ?
Cc1ccc2c(c1)NC(=O)c1cccnc1O2
 : · | · | · | -12 | 2% | 29% | ·

3 structures out of the list, sorted by heavy-atom count, high to low.
Under each structure: HEK293 tox | GPT2 inh | FLuc inh | IP6K1 inh | SNCA viab count | SNCA expr inh | 3T3 cytotox
CC(C)c1noc(C2CCCN(S(=O)(=O)c3cccs3)CCC(=O)NCC2)n1 (centres undefined)
 : i | i | 5% | -4 | 6% | -5% | i
Cn1c(=O)c2c(-c3ccccc3Br)n(Cc3ccccc3)cc2n(C)c1=O
 : · | · | · | -4 | -6% | 8% | ·
O=C1Cc2c(-c3cccc(CO)c3)n[nH]c2CN1Cc1ccccc1F
 : ? | 0%[88.5 µM] | 3%[172 µM] | 11 | -5%[87.6 µM] | 44%[activator][87.6 µM] | ?

Next records.
Under each structure: HEK293 tox | GPT2 inh | FLuc inh | IP6K1 inh | SNCA viab count | SNCA expr inh | 3T3 cytotox
O=C(N[C@H]1C[C@H]2C(=O)NC[C@@H](CCC(=O)N3CCN(c4ccccc4)CC3)N2C1)C1CC1
 : i | i | -5% | -3 | -3% | -6% | 1%
Cn1c(-c2ccc(CN3CC[C@H]4CNC[C@H]43)o2)nc2ccccc21
 : ? | 4% | ? | -6 | ? | -28% | ?
Cc1ccc(CCNC(=O)c2ccc3c(c2)nc2n3CCCCC2)cc1
 : · | · | · | 7 | 6% | 100%[activator] | ·
COc1ccc(C2=NOC3(CCN(C(=O)c4ccc(C(F)(F)F)cc4)C3)C2)cc1 (centres undefined)
 : i | i | -2% | 15 | 3% | -9% | -5%
O=[S+]1([O-])[C@@H](c2ccccc2)[C@H](COCc2ccccc2)CN1C1CC1
 : ? | · | · | 6 | · | · | ?
COc1ccc(OC)c(NC(=O)c2nnn(CC(=O)Nc3ccc(C(C)C)cc3)c2N)c1
 : · | · | · | -10 | -13% | -8% | ·
O=C(CCSCc1ccc(Cl)cc1)NCCc1ccccc1
 : · | · | · | 26 | -9% | 9% | ·
O=C(NCc1ccco1)[C@@H]1Cc2nc[nH]c2CN1Cc1cc2ccccc2o1
 : ? | -12%[88.5 µM] | -2%[172 µM] | 17 | -2%[87.6 µM] | 42%[activator][87.6 µM] | ?
N=c1c(C(=O)NCC2CCCO2)cc2c(=O)n3ccccc3nc2n1CCCO (centres undefined)
 : · | · | · | 2 | ? | 13% | ·
COC1(C2=NCCN2)COc2ccccc2O1 (centres undefined)
 : · | -38% | · | · | 2% | -16% | ·
Cc1ccc(-c2nnc3ccc(NCc4cccs4)nn23)nc1
 : 100µM* | -17%[88.5 µM] | 0%[172 µM] | -16 | -3%[87.6 µM] | 36%[activator][87.6 µM] | ?
Cc1ccc(-n2nc(CO)c(C(=O)NCCO)n2)cc1
 : · | · | · | -7 | -5% | ? | ·
CNC(=O)N1CCCCC1c1nc(CCOCC2CCOCC2)no1 (centres undefined)
 : 0% | i | · | -11 | 7% | -23% | i
Cc1ccc(CN2CCCn3nc(C(=O)NC(C)C)cc3C2=O)cc1
 : · | · | · | 13 | 2% | -14% | ·
COc1ccc(NC(=O)c2ccco2)cc1NC(=O)c1ccc(C#N)cc1F
 : · | · | · | 19 | 6% | -2% | ·
CCCN1CCN(C(=O)C2(c3ccc(NC(=O)C4CC4)cc3)CCCCC2)CC1
 : -7% | i | 3% | 1 | 4% | -6% | 0%
Cc1ccc(-c2nnc3c4ccccc4c(C)nn23)cc1NC(=O)c1cccc(Br)c1
 : · | · | · | 3 | 2% | -1% | ·
CCCn1c(=O)n(-c2ccccc2)c(=O)c2sc3ccccc3c21
 : · | · | · | -3 | -9% | 6% | ·
CCCCOc1ccc(-c2cc3c(=O)n(CC(=O)Nc4ccc(Cl)cc4Cl)ccn3n2)cc1
 : · | · | · | -11 | 2% | -1% | ·
Cc1nc(C(C)NC(=O)c2coc(COc3cccc(F)c3F)n2)cs1 (centres undefined)
 : ? | -1% | -2% | 4 | -4% | -15% | ?
Cc1ccc2[nH]c(=O)c3cc(C(=O)NCCCN4CCC(C)CC4)sc3c2c1
 : · | · | · | 14 | ? | ? | ·
c1cc(-c2nc(-c3ccc(OC4CNC4)cc3)no2)ccn1
 : ? | i | ? | -6 | 7% | 65%[activator] | ?
COc1cccc(-c2ccc(C(=O)NCCNC(=O)C3CC3)cc2)c1
 : ? | · | · | -11 | · | · | -10%
Cc1nn(-c2ccccc2)c2c1C(C(C)C)N(C1CCN(C(=O)c3ccccc3F)C1)C2=O (centres undefined)
 : 79µM* | · | · | 4 | · | · | ?
N#Cc1c(Nc2cccc(F)c2)sc(C(=O)c2ccc(Cl)cc2)c1N
 : · | · | · | 1 | 8% | 98%[activator] | ·
CCOC(=O)c1ccc(NC(=O)CCCc2nc(-c3cc(OC)c(OC)c(OC)c3)no2)cc1
 : · | · | · | -9 | -5% | -28% | ·
O=C(Nc1ccc2c(N3CCCC3)ncnc2c1)c1ccc(Br)cc1
 : ? | i | ? | 9 | ? | ? | ?
O=C(NCCc1ccccc1)N1CC[C@@H]2COC(=O)N(Cc3ccccc3)[C@@H]2C1
 : ? | -7% | · | -5 | -7% | 10% | ?
CCCN1CCC2(CCN(C(=O)OC)CC2)Oc2ccccc21
 : 100µM* | i | -10%[172 µM] | -7 | -12%[87.6 µM] | -9%[87.6 µM] | ?
C[C@@]12CO[C@@H](Cc3ccccc3)O[C@@H]1CC[C@]1(C)[C@@H]2CC[C@@H](O)[C@H]1CC(=O)N1CCCC1
 : i | 1% | -2% | 6 | 4% | 4% | -20%
O=C(c1cccnc1)N1CCC(c2nnc3n2C(C(=O)N2CCCC2)CC3)CC1 (centres undefined)
 : i | i | · | -15 | 3% | ? | i
CCOc1ccc(-c2cc3c(=O)n(CCNC(=O)c4ccccc4)ccn3n2)cc1
 : -4% | i | ? | -2 | -2% | 41%[activator] | -1%
CCOc1cccc(C(=O)Nc2ccc3oc(-c4cccnc4)nc3c2)c1
 : · | · | · | -10 | 6% | 3% | ·
Cc1ccc(NC(=O)CN2C(=O)C(C)(C)c3cc(S(=O)(=O)N4CCCCC4)ccc32)c(Br)c1
 : · | · | · | 30 | 0% | -8% | ·
CN(C)c1ccc2nnc(-c3cc(C(=O)NCCc4ccccn4)ccn3)n2n1
 : -13%[172 µM] | 0%[88.5 µM] | -8%[172 µM] | -10 | 10%[87.6 µM] | ? | ?
COc1ccc2cc(C3CN(c4ncnc(C)c4C)CCO3)ccc2c1 (centres undefined)
 : ? | -6% | ? | 6 | -12% | 92%[activator] | ?
COC(=O)COc1ccc(Oc2nc(NC(C)(C)C)nc(N3CCOCC3)n2)nn1
 : · | · | · | 2 | -5% | -1% | ·
CCn1nccc1-c1nc(-c2nnn3c2COC(c2ccc(C)cc2)C3)no1 (centres undefined)
 : 6% | -6% | -5% | 3 | -2% | 1% | i
O=C1CC(c2ccccc2)N(C(=O)CNC(=O)C2CCOCC2)CCCCCN1 (centres undefined)
 : 0% | i | 5% | 3 | -4% | -1% | i
COc1ccccc1-c1cc2c(ccn2C)c(C(=O)NCCc2cnc[nH]2)n1
 : ? | 3%[88.5 µM] | 1%[172 µM] | 1 | -12%[87.6 µM] | 23%[87.6 µM] | ?
CCC(C)C1=NS(=O)(=O)c2cc(NC(=O)c3ccco3)ccc2N1c1ccccc1 (centres undefined)
 : ? | i | -1% | -12 | 1% | -4% | -29%
Cc1ccc(CNC(=O)CCCn2c(=O)c3ccccc3n(Cc3ccccc3C)c2=O)cc1
 : · | · | · | 19 | 10% | 27% | ·
Cn1nccc1C(=O)N1CCCCCCNC(=O)CC1c1ccccc1 (centres undefined)
 : i | 1% | -10% | 4 | 4% | 6% | -9%
COCc1cn(C[C@H]2C[C@@H](NS(=O)(=O)CC(C)C)[C@H](O)[C@@H]2O)nn1
 : 0%[172 µM] | ? | 0%[172 µM] | 11 | 7%[87.6 µM] | -4%[87.6 µM] | i
COc1ccccc1CCC(=O)N1CC(F)(F)C[C@H]1c1nnc(C)o1
 : -8% | i | -9% | -2 | -3% | 4% | -17%
COc1ccc(-c2noc([C@@H](C)NCc3ccc(F)cc3)c2C(=O)O)cc1
 : -2%[172 µM] | -9%[88.5 µM] | -3%[172 µM] | 8 | 7%[87.6 µM] | 5%[87.6 µM] | i
CCOc1ccc(C2=NC(c3cccs3)=Nc3ccc(C(C)C)cc3N2)cc1
 : · | · | · | 16 | -4% | 87%[activator] | ·
COc1cccc(-c2ccc(CN3CCCC3C(=O)NCc3ccc4c(c3)OCO4)cc2)c1 (centres undefined)
 : ? | 0% | · | -7 | -14% | 15% | ?
CCc1ccc(NC(=O)CSc2ccc(-c3sc(-c4ccccc4)nc3C)nn2)cc1
 : · | · | · | -2 | 3% | 8% | ·
COC(=O)N1CCC2(C1)OC(=O)Nc1cnccc12 (centres undefined)
 : 4%[172 µM] | i | -6%[172 µM] | 5 | 3%[87.6 µM] | 25%[87.6 µM] | i
CN(C)c1ccc(CN[C@H]2CC(C)(C)[C@@H]3C[C@@](C)(O)CC[C@]23CCC(=O)N2CCOCC2)cc1
 : -10% | 3% | 9% | 11 | -2% | -18% | 2%
Cc1nc(-c2ccc(F)cc2)n(Cc2cccc(Cl)c2)c(=O)c1CCO
 : ? | i | 0% | -10 | 1% | -3% | ?
Cc1ccc(C(=O)N2CCC3(CC2)NC(=O)c2ccccc2O3)cc1
 : ? | 5%[88.5 µM] | 0%[172 µM] | 6 | -6%[87.6 µM] | 23%[87.6 µM] | ?
